Assay outcomes: PubChem, National Center for Advancing Translational Sciences (NCATS)
AmpC inh det = AmpC beta-lactamase inhibition, detergent assay; P00811; purified AmpC, nitrocefin hydrolysis with detergent; Potency, µM (doses to about 28.7 µM), for inactives: at the highest dose activity change, negative = inhibition; 71,000 compounds, 0.09% hits; AID 584; active = well fitted curve in the direction sought with a large enough effect; inconclusive = small, poorly fitted or top-dose-only effect
Target sequence (P00811 whole entry, looked up): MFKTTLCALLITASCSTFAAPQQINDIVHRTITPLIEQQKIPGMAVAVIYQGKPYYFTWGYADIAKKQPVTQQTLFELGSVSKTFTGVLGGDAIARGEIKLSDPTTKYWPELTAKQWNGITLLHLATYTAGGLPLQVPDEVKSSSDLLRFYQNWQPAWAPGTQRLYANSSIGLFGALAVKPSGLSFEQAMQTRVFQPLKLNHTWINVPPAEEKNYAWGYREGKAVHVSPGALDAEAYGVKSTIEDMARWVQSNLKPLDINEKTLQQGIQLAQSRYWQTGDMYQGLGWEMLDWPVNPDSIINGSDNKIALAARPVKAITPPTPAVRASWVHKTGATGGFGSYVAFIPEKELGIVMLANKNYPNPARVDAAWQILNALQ
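E. coli AmpC (5.3 nM) in 20 mM phosphate pH 7.0 with 0.01% Triton X-100, preincubated 15 min RT with compound; nitrocefin (2 uL of 800 uM stock) hydrolysis followed by 480 nm absorbance every 20 s over 4 min.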
Active calls of the source: *; ? = inconclusive; [ ] = remark or other dose. % is scaled to controls: 0 for no effect and ±100 for the full control effect; potency is read from the fitted curve at half-maximal effect. Only part of the results is shown, so the mix of outcomes need not match the whole.

SMILES	AmpC inh det
CCOC(=O)N1CCC(NC(=O)CCS(=O)(=O)c2ccc3c(c2)CCN3C(C)=O)CC1	-2%
Cc1ccc2c(c1)C1OCCC1C1N2C(=O)C2C(C(=O)O)C3C=CC21O3 (stereo not given)	-3%
O=C(CSc1nnnn1C1CCCC1)Nc1ccc2c(c1)OCCO2	-3%
COC(=O)C1CCN(C(=O)N2CCOCC2)CC1	1%
COC(=O)C1(CC(C)C)C=C2C(=C(c3ccccc3)C(=O)C2C)CN1 (stereo not given)	-6%
Cc1ccc(C)c(CSc2nnc(-c3cccnc3)o2)c1	2%
CCOC(=O)C1CCN(c2c(N(C)Cc3ccco3)c(=O)c2=O)CC1	5%
O=C(CN1CCOCC1)n1c2ccccc2c2ccccc21	-1%
c1csc(-c2nn3c(Cn4cnc5ccccc54)nnc3s2)c1	-1%
COc1ccc(-c2cn3c4c(sc3n2)CCCC4)cc1	-8%
Cn1c(=O)[nH]c(=O)c2c1nc(NCCCn1ccnc1)n2CCOc1ccccc1	-1%
CC1=CC(C)(C)N2C(=O)C3(SCC(=O)N3c3ccc(O)cc3)c3cc(C)cc1c32 (stereo not given)	16%
Cc1nn(CC(O)Cn2cnc3c2c(=O)n(C)c(=O)n3C)c(C)c1Br (stereo not given)	-1%
COc1ccc(C)cc1NC(=O)c1cc2ccccc2o1	-1%
CCN(CC(=O)Nc1c(C(=O)OC)[nH]c2ccc(C)cc12)c1ccc2c(c1)OCO2	-2%
COc1cc(OC)cc(C(=O)Nc2ncc3c(n2)CC(C)CC3=O)c1 (stereo not given)	-5%
CS(=O)(=O)N(CC(=O)N1CCN(c2cccc(Cl)c2)CC1)C1CCCCC1	-4%
C=CCN1C(=O)C2(/C(=C(\O)c3ccc4c(c3)OCCO4)C(=O)C(=O)N2CCCOC)c2ccccc21 (stereo not given)	-1%
CC1CCN(Cc2nc3c(c(=O)n(C)c(=O)n3C)n2Cc2cccc3ccccc23)CC1	6%
Nn1nnc2ccccc21	1%

4 entries from above, arranged by molecular weight, ascending:
SMILES	AmpC inh det
CCOC(=O)C1CCN(c2c(N(C)Cc3ccco3)c(=O)c2=O)CC1	5%
CC1=CC(C)(C)N2C(=O)C3(SCC(=O)N3c3ccc(O)cc3)c3cc(C)cc1c32 (stereo not given)	16%
CCOC(=O)N1CCC(NC(=O)CCS(=O)(=O)c2ccc3c(c2)CCN3C(C)=O)CC1	-2%
C=CCN1C(=O)C2(/C(=C(\O)c3ccc4c(c3)OCCO4)C(=O)C(=O)N2CCCOC)c2ccccc21 (stereo not given)	-1%

Part of the list above, with each value named:
canonical_smiles: COc1ccc(-c2cn3c4c(sc3n2)CCCC4)cc1
  AmpC inh det: -8%

canonical_smiles: Cn1c(=O)[nH]c(=O)c2c1nc(NCCCn1ccnc1)n2CCOc1ccccc1
  AmpC inh det: -1%

Next compounds follow:
SMILES	AmpC inh det
COc1ccc(Cl)cc1NC(=O)c1ccco1	25%
CN(C)c1ccc(CN(C(=O)COc2ccc(F)cc2)C2CCS(=O)(=O)C2)cc1 (stereo not given)	2%
Cc1ccc(C(=O)N2CCC(C(N)=O)CC2)cc1C	-10%
O=C(c1cccn2c(=O)c3cc(Cl)ccc3nc12)N1CCOCC1	-3%
CC(NC(=O)c1ccccc1O)c1ccccc1 (stereo not given)	15%
FC(F)(F)c1ccc2c(c1)nnn2C1CCN(Cc2nnnn2Cc2ccccc2)CC1	-1%
CC(=O)c1c(C(C)=O)c(C)n(Cc2ccc3c(c2)OCO3)c1C	-1%
COc1ccccc1NC(=O)N1CCN(c2ccc3nncn3n2)CC1	15%
COc1ccc2cc(CCNC(=O)C(C)(C)C)c(=O)[nH]c2c1	11%
CC(C(=O)N1CCN(c2ccccc2)CC1)N1C(=O)C2CC=CCC2C1=O (stereo not given)	-4%
Cc1ccc(Cl)cc1N1CCN(C(c2ccc(C#N)cc2)c2nnnn2C2CCCC2)CC1 (stereo not given)	1%
Cc1cc(C(=O)O)ccc1-n1c(C)ccc1C	-6%
COc1cc2c(C(=O)NCc3ccc4c(c3)OCO4)cn(C)c(=O)c2cc1OC	-4%
O=C(OCC(=O)N(C1CCCCC1)C1CCCCC1)c1cnccn1	13%
COc1ccccc1NC(=O)CSc1ncnc2c1oc1ccccc12	-2%
CCN1C(=O)NC2C1N(S(C)(=O)=O)CCN2S(C)(=O)=O (stereo not given)	-1%
N#Cc1nc(Cc2cccc3ccccc23)oc1NCCCn1ccnc1	11%
CCOc1ccc(-c2[nH]nc3c2C(c2cccnc2)C(C#N)=C(N)O3)cc1 (stereo not given)	-3%
O=C(COC(=O)c1cc(S(=O)(=O)N2CCOCC2)ccc1O)NCC1CCCO1 (stereo not given)	-1%
COc1ccccc1-n1nnnc1SCc1cc2c(cc1Br)OCO2	-4%

Taken from the entries so far (6 entries):
SMILES	AmpC inh det
CCOC(=O)N1CCC(NC(=O)CCS(=O)(=O)c2ccc3c(c2)CCN3C(C)=O)CC1	-2%
Cc1ccc2c(c1)C1OCCC1C1N2C(=O)C2C(C(=O)O)C3C=CC21O3 (stereo not given)	-3%
O=C(CSc1nnnn1C1CCCC1)Nc1ccc2c(c1)OCCO2	-3%
COC(=O)C1CCN(C(=O)N2CCOCC2)CC1	1%
COC(=O)C1(CC(C)C)C=C2C(=C(c3ccccc3)C(=O)C2C)CN1 (stereo not given)	-6%
Cc1ccc(C)c(CSc2nnc(-c3cccnc3)o2)c1	2%

(cont.)
SMILES	AmpC inh det
Cc1ccccc1CNc1ncnc2c1ncn2[C@@H]1O[C@@H](CO)[C@H](O)[C@@H]1O	-3%
CCCCn1c(O)c(C=NCCCn2ccnc2)c(=O)[nH]c1=O	-5%
CCC(=O)OCN1C(=O)C=CC1=O	5%[5.75 µM]
CCOC(=O)N1CCC(NC(=O)c2cc(C(=O)NCc3ccc(F)cc3)ccc2CO)CC1	2%
O=C(CN1C(=O)C2CC=C(Cl)CC2C1=O)Nc1ccc(C(=O)O)cc1 (stereo not given)	-3%
O=C(Nc1nc2n(n1)C(c1ccccc1)C=C(c1ccccc1)N2)c1ccco1 (stereo not given)	?
C1C[C@@H]2CN(CCCN3CCOCC3)[C@@H](C1)O2	-4%[5.75 µM]
CC(=O)c1ccc(N2CCN(C(=O)c3ccc(Br)cc3)CC2)c(F)c1	9%
OC(C#CCN1CCCC1)c1ccccc1 (stereo not given)	3%
O=C(CS(=O)(=O)Cc1ccccc1)N1CCN(c2cccc(C(F)(F)F)c2)CC1	-7%
CNc1nc(C)c(C(=O)OCc2ccccc2)s1	-3%
O=C(CC12CC3CC(CC(C3)C1)C2)N1CCCOC1	-3%
Nc1ccccc1S(N)(=O)=O	0%[12.8 µM]
O=c1[nH]c(Cc2ccccc2)nc2c1oc1ccccc12	1%
COc1ccccc1Cn1c(=O)c2ccccc2n2c(Sc3ncnc4sccc34)nnc12	-1%
CS(=O)(=O)N(CC(=O)NCCC1=CCCCC1)c1ccc2c(c1)OCO2	-3%
O=C(O)CCN1C(=O)c2ccc(NC(=O)c3cccs3)cc2C1=O	-1%
COc1c(F)c(F)c(C(=O)Nc2ccccc2N2CCN(C(C)=O)CC2)c(F)c1F	-4%
O=[N+]([O-])c1cc([As](=O)(O)O)ccc1O	-2%[12.8 µM]
Oc1ccc2ccccc2c1/C=C\c1ccc2c(Br)cc(Br)c(O)c2n1	-6%[5.75 µM]
COc1ccc(Cl)cc1N1C(=O)C2CCCN2C1c1ccccc1F (stereo not given)	5%
CCOc1ccc(C2SCC(=O)N2c2c(C)n(C)n(-c3ccccc3)c2=O)cc1 (stereo not given)	0%
Cc1ccc(OCc2occc2C(=O)O)cc1	4%
O=C(CSc1ncn(-c2ccccc2)n1)NCc1ccccc1	-1%
C=CCNc1ncnc2c1[nH]c1ccccc12	-4%
COc1cc(C2C(C(C)=O)=C(C)Nc3ncnn32)ccc1O (stereo not given)	-2%
Cc1c(C(=O)NCCCN2CCOCC2)sc2nc(-c3ccc(F)cc3)cn12	2%
COc1ccc(NC(=O)CSc2nnc(CNc3ccc(F)cc3)o2)c(OC)c1	-5%
CC1=Nn2c(nnc2-c2cc(-c3ccccc3)n[nH]2)SC1	-4%
COc1cccc(CNc2ccc(N3CCCCC3)cc2)c1OC	-3%
Cn1c(Cn2c(=O)sc3ccccc32)nnc1SCC(=O)NCc1ccco1	5%
COc1ccc(-c2nc3cnc(N4CCNCC4)nc3n(CCC#N)c2=O)cc1	-1%
O=C(Oc1c(CN2CCOCC2)cc(Cl)c2cccnc12)c1ccc(F)cc1	-1%
COc1ccc(CCNC(=O)c2ccc3nc(-c4ccco4)c(-c4ccco4)nc3c2)cc1OC	-3%
CCN(CC)S(=O)(=O)c1ccc(Br)c(OC)c1	-1%
COc1cc(C(=O)N2CCN(c3cc(Cl)ccc3Cl)CC2)cc(OC)c1OC	9%
Cc1ccc(SCc2nc(-c3ccccn3)no2)cc1	-5%
CC(O)c1c(OCc2ccccc2)ncnc1OCc1ccccc1 (stereo not given)	11%
CN(C)c1ccc(-c2nc(NCCc3cnc[nH]3)c3ccccc3n2)cc1	7%
Cn1c(=O)c2c(nc(NCCCN3CCOCC3)n2Cc2ccc(Cl)c(Cl)c2)n(C)c1=O	10%
Cc1cc(NS(=O)(=O)c2ccc(NC(=O)c3ccoc3C)cc2)nc(C)n1	24%
O=C(CCC(=O)OCCCC(F)(F)C(F)(F)F)Nc1ccccc1	0%
CCC(C)[C@H](NC(=O)NCc1ccccc1Cl)C(=O)O (stereo not given in full)	3%
Oc1ccc(Cl)cc1Cc1cc(Cl)ccc1O	4%
CCOC(=O)c1ccc(N2C(=O)CC(N3CCN(Cc4ccccc4)CC3)C2=O)cc1 (stereo not given)	0%
O=C(NCCCN1CCC(Cc2ccccc2)CC1)C1CCC(=O)N1C1CCCC1 (stereo not given)	13%
Cn1c(C(=O)O)cc2cc(F)ccc21	-1%
CCOC(=O)C1CCN(CCC(=O)Nc2cccc(Cl)c2C)CC1	19%
Cc1nn(-c2ccccc2)c2nc(N)c(C#N)c(-c3ccc(F)cc3)c12	0%
O=C(NCc1cccs1)C(Cc1ccccc1)n1cccc1 (stereo not given)	9%
COC(=O)C1C2c3ccccc3OC1(C)N=c1s/c(=C/c3cnn(C)c3C)c(=O)n12 (stereo not given)	-1%
Cc1ccc(-c2cc(-c3ccc(Cl)cc3)c(C#N)c(N)n2)o1	-7%
CCSc1nnc(NC(=O)CSc2nc(CC)nc3c2c(=O)n(C)c(=O)n3C)s1	10%
Cc1ccc(-c2nn3c(C)nnc3c3ccccc23)cc1S(=O)(=O)N1CCN(CCO)CC1	14%
O=C(CN1CCCc2ccccc21)NC(=O)NCc1ccco1	-3%
Cc1ccc(N(CC(O)CN2CCCC2)S(=O)(=O)c2ccccc2)cc1 (stereo not given)	-1%
CCOc1ccccc1NC(=O)CSc1nnnn1Cc1ccccc1	-2%
COc1c(C)cccc1C(=O)Nc1ccc(N2CCN(S(C)(=O)=O)CC2)cc1	2%
Cc1ccc(C)c(NC(=O)C2CC(=O)N(C(C)C)C2)c1 (stereo not given)	-1%
CCCOC(=O)Cc1c(O)c2ccccc2[nH]c1=O	9%

The closing 5 compounds of the part before open the next one.
SMILES	AmpC inh det
Cc1ccc(N(CC(O)CN2CCCC2)S(=O)(=O)c2ccccc2)cc1 (stereo not given)	-1%
CCOc1ccccc1NC(=O)CSc1nnnn1Cc1ccccc1	-2%
COc1c(C)cccc1C(=O)Nc1ccc(N2CCN(S(C)(=O)=O)CC2)cc1	2%
Cc1ccc(C)c(NC(=O)C2CC(=O)N(C(C)C)C2)c1 (stereo not given)	-1%
CCCOC(=O)Cc1c(O)c2ccccc2[nH]c1=O	9%
Cc1cc(NC(=O)c2cn(C3CCCCC3)c(=O)c3c2c2ccccc2n3C)no1	11%
CCC(C)n1cnc2c(c1=O)c1nc3ccccc3nc1n2Cc1ccccc1OC (stereo not given)	-2%
Cc1ccc2c(c1)N(Cc1ccccn1)C(=O)C(C)O2 (stereo not given)	4%
CCOC(=O)CSc1nnc(Cc2cc(=O)[nH]c(=O)[nH]2)n1-c1cccc(OC)c1	-3%
CN(CC(=O)N1CCc2ccccc21)S(=O)(=O)c1cccs1	12%
O=C(NCCCN1CCCC1=O)c1cccc(C(F)(F)F)c1	-5%
CN(C)C=Nc1ncc2c3ccccc3n(Cc3ccccc3)c2c1C#N	15%
CCOC(=O)CN1CC23C=CC(O2)C(C(=O)NCc2ccc(C)cc2)C3C1=O (stereo not given)	5%
N#CC1=C(N)SC(N)=C(C#N)C1CCC1CCCCC1	0%
CC(Sc1nc2c(c(=O)n(C)c(=O)n2C)n1Cc1cc2c(cc1Cl)OCO2)C(=O)O (stereo not given)	4%
Cc1ccc(CNC(=O)c2cccc(-n3cnnn3)c2)cc1	-1%
CC1(C)Cc2c(sc3nc(-c4cccs4)n(N)c(=O)c23)CO1	-2%
Cn1c2ccccc2c(=O)n2c(=O)c3ccccc3cc12	1%
CCCN1C(=O)c2cc(C(=O)NC3CCCCCC3)ccc2C1O (stereo not given)	15%
Cc1nc2c(-c3ccc(F)cc3)c(C)nn2c(C)c1CCC(=O)NC(C)CCc1ccco1 (stereo not given)	14%
CCn1c(SCC(=O)NCc2cccs2)nnc1-c1cccs1	-3%
O=C(CN1CCC(n2nnc3cc(F)ccc32)CC1)N1CCCc2ccccc21	-1%
COc1ccc(C(=O)CSc2nnc(CNc3ccc(C)cc3C)n2Cc2ccco2)cc1	-1%
COC(=O)[C@@H]1C[C@H]1[C@@H](NC(C)=O)c1ccccc1	0%
O=C(O)CCC(=O)N1CCc2cc(S(=O)(=O)N3CC=C(c4ccccc4)CC3)ccc21	10%
Cc1cccc(N(CC(=O)NC2CCCC2)C(=O)CCCC(=O)Nc2ccccn2)c1	9%
COc1ccc(Cl)cc1NC(=O)CN(c1ccccc1)S(=O)(=O)N(C)C	-2%
Cc1csc(SCC(=O)N2CCN(S(=O)(=O)c3ccc(Cl)cc3)CC2)n1	1%
O=C(Nc1ccc(-n2nncc2-c2ccco2)cc1)c1cccc(F)c1	-5%
CC(=O)c1cccc(NC(=O)Cn2cc3c(n2)CCCC3)c1	6%
COC(=O)c1ccc(OCC(O)Cn2nnc3ccccc32)cc1 (stereo not given)	0%
O=C(CCc1nc2ccccc2[nH]1)Nc1ccc2c(c1)OCO2	-3%
